# inhibitors of VEEV: inhibitors of VEEV TC-83 cytopathic effect, confirmation, Vero cells (AID 588727); Vero cells, VEEV TC-83 cytopathic effect inhibition; higher % means a stronger effect; inhibition, % at 20 µM; hits with a dose series show IC50 in µM; 0.13% of 350,000 active; in the data active means a potency from the dose series; inconclusive means inhibition mostly from about 14% at the one dose, without a potency; inactive means the rest, 99 in 100 with inhibition below about 12%; further: strong numbers were not always called active
# tuberculosis growth: growth inhibition of non-replicating M. tuberculosis (AID 488890); inhibition, % at 25 µM, or IC50 in µM where a hit was titrated; Mycobacterium tuberculosis non-replicating, growth inhibition; higher % means a stronger effect; 0.39% of 320,000 active; in the data active means a potency from the dose series; inconclusive means inhibition mostly from about 82% at the one dose, without a potency; inactive means the rest, 99 in 100 with inhibition below about 76%;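 further: plate controls were DMSO cells for no effect and high antibiotic wells for full effect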
# H37Rv inhibition: M. tuberculosis growth inhibition, HTS (AID 449762). M. tuberculosis H37Rv growth inhibition, 7H9 media; higher % means a stronger effect. one-dose inhibition, % at 25 µM; IC50 in µM for titrated hits. 0.59% of 330,000 active; in the data active means a potency from the dose series; inconclusive means inhibition above about 70% without an active follow-up result;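 further: bacterial growth assessed after seven days of incubation; strong numbers were not always called active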
# PhoP GFP inhibition: PhoP regulon inhibitors, Salmonella typhi PhoP promoter GFP reporter, confirmatory (AID 1850); Salmonella Typhi PhoP-promoter GFP reporter, fluorescence, 4 h; higher % means a stronger effect; one-dose inhibition, % at 50 µM; IC50 in µM for titrated hits; 0.33% of 310,000 active; in the data active means a potency from the dose series; inconclusive means inhibition mostly from about 25% at the one dose, without a potency; inactive means the rest, 99 in 100 with inhibition below about 19%;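 further: 0% = induced wells with vehicle and 100% = uninduced wells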
# influenza NS1A: NS1A inhibition, H1N1 influenza, cell based functional assay (AID 504329); NS1A functional cell-based assay, percent inhibition; higher % means a stronger effect; one-dose inhibition, % at 12.5 µM; IC50 in µM for titrated hits; 0.3% of 340,000 active; in the data active means a potency from the dose series; inconclusive means inhibition above about 27% without an active follow-up result; further: strong numbers were not always called active
# inhibitors of VEEV 10K pilot screen: further read-out of inhibitors of VEEV, marked with its call; inhibition, %; measured here: 10K pilot screen inhibition
# Numbers without * were called inactive; i = inactive; ? = inconclusive; nt = not tested or not shown.
SMILES,inhibitors of VEEV,tuberculosis growth,H37Rv inhibition,PhoP GFP inhibition,influenza NS1A,others
O=C(Nc1ccc(Cl)cn1)c1cccc(F)c1,11%,45%,11%,-11%,4%,
COc1ccc(-c2nc(CS(=O)CC(=O)NC3CCC(C)CC3)c(C)o2)cc1OC (configuration not stated),2.4%,6%,-2%,-9%,-1%,
Cc1ccc(-c2nnnn2CS(=O)(=O)c2ccccc2)cc1,1.1%,-9%,13%,-2%,-3%,inhibitors of VEEV 10K pilot screen=0.6
COc1cccc(CCNC(=O)CCCC(=O)c2ccccc2)c1,i,17%,11%,-1%,21%,
S=C(NCc1ccc(Cl)cc1)NC12CC3CC(CC(C3)C1)C2,i,78%,0.7µM*,-10%,6%,
O=C(NCn1cnccc1=O)c1ccccc1,0.7%,-2%,-2%,3%,7%,
Nc1ccc(-n2nnnc2CN2CCOCC2)cc1,0.2%,-11%,-8%,-4%,-6%,
COc1ccccc1CCNC(=O)C(=O)NCC1OCCN1S(=O)(=O)c1ccc(C)cc1 (configuration not stated),1.1%,34%,-5%,2%,-3%,inhibitors of VEEV 10K pilot screen=0.6
O=S(=O)(c1ccccc1)N(Cc1ccc(Cl)cc1)c1ccncc1,0.7%,3%,1%,7%,10%,
O=C(COC(=O)c1ccc(Br)o1)NCC(=O)Nc1ccc(F)cc1,4.1%,20%,4%,nt,-15%,
CC(=O)N(C)c1cc([N+](=O)[O-])ccc1OCc1ccccc1,0.7%,nt,nt,nt,0%,
CCCCn1c(N)c(S(=O)(=O)c2ccc(C)cc2)c2nc3ccccc3nc21,3.0%,37%,36%,-7%,-7%,
CC(C)(C)NC(=O)CSc1nnc(-c2ccncc2)n1Cc1ccccc1,0.7%,-5%,-2%,7%,3%,
CC1(C)Cc2c(sc(NC(=O)/C=C/C(=O)O)c2C#N)CO1,i,-6%,0%,-11%,12%,
COc1cccc(CC(=O)OCC(=O)NCC(=O)Nc2cccc(C)c2C)c1,0.5%,-3%,-8%,-1%,10%,
CCOC(=O)C1CCN(C(=O)c2cc3ccccc3oc2=O)CC1,0.8%,-1%,0%,-1%,8%,
Cc1ccc(CN2C(=O)c3ccccc3NC2c2cc(Br)ccc2O)cc1 (configuration not stated),2.5%,11%,10%,4%,-23%,
COc1ccccc1-c1nnc(NC(=O)c2ccc(S(=O)(=O)N(C)Cc3ccccc3)cc2)o1,nt,?,46%,-7%,nt,
COc1ccc(CCNc2oc(Cc3cccc4ccccc34)nc2C#N)cc1OC,7.7%,3%,-1%,-3%,15%,
Cc1ccc(O)c(-c2cc(C(F)(F)C(F)F)nc(-c3ccccc3)n2)c1,i,-9%,-1%,-1%,-9%,
CCCOc1ccccc1Nc1nnc(C)c(=O)[nH]1,3.4%,17%,6%,-11%,-2%,inhibitors of VEEV 10K pilot screen=2.8
CCCCCNC(=O)CN(c1ccc2c(c1)OCO2)S(C)(=O)=O,0.3%,6%,-9%,1%,6%,
CN1CCN(c2ncnc3scc(-c4ccccc4Cl)c23)CC1,3.6%,-7%,6%,0%,-17%,
CC(C)C(=O)NC(Nc1ccc(S(N)(=O)=O)cc1)C(Cl)(Cl)Cl (configuration not stated),0.1%,-11%,-6%,-11%,-8%,
CC1Sc2ccc(S(=O)(=O)N3CCC(C(=O)N(C)Cc4ccccc4)CC3)cc2NC1=O (configuration not stated),3.5%,44%,10%,-7%,4%,

# Among those listed so far, these contain sulfur:
SMILES,inhibitors of VEEV,tuberculosis growth,H37Rv inhibition,PhoP GFP inhibition,influenza NS1A,others
COc1ccc(-c2nc(CS(=O)CC(=O)NC3CCC(C)CC3)c(C)o2)cc1OC (configuration not stated),2.4%,6%,-2%,-9%,-1%,
Cc1ccc(-c2nnnn2CS(=O)(=O)c2ccccc2)cc1,1.1%,-9%,13%,-2%,-3%,inhibitors of VEEV 10K pilot screen=0.6
S=C(NCc1ccc(Cl)cc1)NC12CC3CC(CC(C3)C1)C2,i,78%,0.7µM*,-10%,6%,
COc1ccccc1CCNC(=O)C(=O)NCC1OCCN1S(=O)(=O)c1ccc(C)cc1 (configuration not stated),1.1%,34%,-5%,2%,-3%,inhibitors of VEEV 10K pilot screen=0.6
O=S(=O)(c1ccccc1)N(Cc1ccc(Cl)cc1)c1ccncc1,0.7%,3%,1%,7%,10%,
CCCCn1c(N)c(S(=O)(=O)c2ccc(C)cc2)c2nc3ccccc3nc21,3.0%,37%,36%,-7%,-7%,
CC(C)(C)NC(=O)CSc1nnc(-c2ccncc2)n1Cc1ccccc1,0.7%,-5%,-2%,7%,3%,
CC1(C)Cc2c(sc(NC(=O)/C=C/C(=O)O)c2C#N)CO1,i,-6%,0%,-11%,12%,
COc1ccccc1-c1nnc(NC(=O)c2ccc(S(=O)(=O)N(C)Cc3ccccc3)cc2)o1,nt,?,46%,-7%,nt,
CCCCCNC(=O)CN(c1ccc2c(c1)OCO2)S(C)(=O)=O,0.3%,6%,-9%,1%,6%,
CN1CCN(c2ncnc3scc(-c4ccccc4Cl)c23)CC1,3.6%,-7%,6%,0%,-17%,
CC(C)C(=O)NC(Nc1ccc(S(N)(=O)=O)cc1)C(Cl)(Cl)Cl (configuration not stated),0.1%,-11%,-6%,-11%,-8%,
CC1Sc2ccc(S(=O)(=O)N3CCC(C(=O)N(C)Cc4ccccc4)CC3)cc2NC1=O (configuration not stated),3.5%,44%,10%,-7%,4%,

# Back to the main list, repeating the 2 entries before the break.
SMILES,inhibitors of VEEV,tuberculosis growth,H37Rv inhibition,PhoP GFP inhibition,influenza NS1A,others
CC(C)C(=O)NC(Nc1ccc(S(N)(=O)=O)cc1)C(Cl)(Cl)Cl (configuration not stated),0.1%,-11%,-6%,-11%,-8%,
CC1Sc2ccc(S(=O)(=O)N3CCC(C(=O)N(C)Cc4ccccc4)CC3)cc2NC1=O (configuration not stated),3.5%,44%,10%,-7%,4%,
O=C(/C=C/c1cn(CC(O)CN2CCCCC2)c2ccccc12)c1cccs1 (configuration not stated),6.1%,43%,?,-23%,7%,
CC(/C=C1\SC(=S)N(NC(=O)c2cccc(O)c2)C1=O)=C\c1ccccc1,i,15%,42%,-6%,6%,
CNC(=O)c1cc(C(=O)c2ccc(F)cc2C(F)(F)F)c[nH]1,0.5%,17%,15%,-4%,-2%,
COc1cccc(-n2nnc(S(=O)(=O)c3ccc(C)cc3)c2N)c1,3.1%,-13%,-15%,-3%,-1%,
CNc1nnc(-c2ccncc2)s1,i,1%,0%,0%,-2%,
Cc1ccc(C)c(NCCC#N)c1,0.0%,-27%,2%,-1%,-4%,
COc1cc2c(cc1NC(=S)NC(=O)/C=C/c1ccc(OC)c(OC)c1)oc1ccccc12,0.3%,nt,nt,nt,-15%,
CCCc1cc(=O)[nH]c(SCC(=O)N(C)C2CCS(=O)(=O)C2)n1 (configuration not stated),0.7%,1%,-9%,-6%,-20%,
O=C1c2cccc(O)c2C(=O)c2c(O)cccc21,nt,59%,?,-3%,nt,
COc1cccc(OCC(Cn2c(C)nc3ccccc32)OC(C)=O)c1 (configuration not stated),0.5%,45%,7%,-6%,-11%,
CCN(c1ccccc1)S(=O)(=O)c1ccc(Cl)c(C(=O)NCC2CCCO2)c1 (configuration not stated),i,-1%,2%,5%,-2%,
CCN(Cc1ccccc1)S(=O)(=O)c1cc(C(=O)NC(C)C2CC3CCC2C3)ccc1OC (configuration not stated),2.1%,35%,-1%,-4%,-3%,
Cc1ccc(OCC(=O)NC(=S)Nc2ccc(Br)cn2)cc1C,i,31%,5%,-6%,-5%,
Cc1c(O)nc(SCC(=O)Nc2ccc3c4c(cccc24)CC3)n(-c2ccccc2)c1=O,0.2%,5%,-6%,6%,-1%,
CCOCN(C(=O)Cn1cnc2ccccc21)c1c(C)cccc1CC,2.8%,18%,1%,0%,2%,
COC(=O)c1cnn2c3c(c(C)nc12)CCCC3,3.4%,4%,8%,-4%,7%,
Clc1ccc2c(c1)C1=C(C(c3ccncc3)O2)C(c2ccc(Br)cc2)n2ncnc2N1 (configuration not stated),i,35%,?,-2%,6%,
CC(c1ccccc1)N1C(=O)c2ccc(C(=O)NCc3cccnc3)cc2C1=O (configuration not stated),1.5%,-4%,-12%,6%,-7%,
CCN(CC)S(=O)(=O)c1ccc(/C=C/C(=O)Nc2cccc(F)c2)cc1,0.4%,58%,6%,1%,6%,inhibitors of VEEV 10K pilot screen=6.2
Cc1noc(C)c1NC(=O)Nc1cccc2c1O[C@H](CN(C)S(C)(=O)=O)[C@@H](C)CN([C@H](C)CO)C2=O,0.2%,10%,3%,nt,-12%,
Cc1cc2ncn(/N=C/c3ccc([N+](=O)[O-])s3)c2cc1C,0.7%,1.1µM*,?,22%,17%,
O=C(N/N=C1\CCCc2c1[nH]c1ccc([N+](=O)[O-])cc21)c1ccncc1,nt,nt,12%,-2%,nt,
O=C1N[C@H]2CC=C[C@H]2Nc2ccccc21,2.3%,nt,nt,nt,20%,
CC(=O)N1CCCc2cc(S(=O)(=O)N3CCCC(C(=O)Nc4cc(C)ccc4C)C3)ccc21 (configuration not stated),i,4%,4%,3%,-3%,
CC1=CC(C)C(C[N+]2(C)CCCCC2)C(C)C1 (configuration not stated),0.1%,22%,3%,1%,-3%,

# Next results:
SMILES,inhibitors of VEEV,tuberculosis growth,H37Rv inhibition,PhoP GFP inhibition,influenza NS1A,others
COC(=O)Cc1c(C)nc2nc(NCc3cccc([N+](=O)[O-])c3)[nH]n2c1=O,1.0%,10%,-3%,6%,1%,inhibitors of VEEV 10K pilot screen=1.8
O=C(c1ccc(F)cc1)c1cccc(C(=O)c2ccc(F)cc2)n1,i,nt,nt,nt,9%,
COc1ccc(C(C(=O)NCc2ccccc2)N(Cc2ccco2)C(=O)c2snc(C(N)=O)c2N)cc1 (configuration not stated),9.4%,10%,12%,3%,5%,
CC(C)N(C(=O)COC(=O)c1ccc(Cl)c(S(N)(=O)=O)c1)C(C)C,i,-8%,-5%,6%,0%,
COc1ccc(NC(=S)N(CCCN2CCCC(C)C2)Cc2cccs2)cc1 (configuration not stated),i,18%,6%,8%,10%,
CCS(=O)(=O)NCC(c1ccco1)N1CCN(c2ccccc2)CC1 (configuration not stated),0.0%,-2%,-5%,-9%,1%,
CCOC(=O)c1c(NC(=O)C(=O)N/N=C(\C)c2ccc(OC)cc2)sc2c1CCCCC2,0.3%,-8%,3%,-9%,-5%,
CC1CC(C)(C)CC2(C1)NC(=O)N(CC(=O)NCCc1ccc3c(c1)OCCO3)C2=O (configuration not stated),1.3%,16%,-6%,-19%,-11%,
CCCCC(=O)Nc1ccc(N2CCN(S(C)(=O)=O)CC2)cc1,i,1%,6%,-4%,1%,
CC1CCN(S(=O)(=O)c2ccc3c4c2CC(=O)N4CC(C)S3)CC1 (configuration not stated),?,25%,-4%,-10%,2%,
O=C(CN1C(=O)NC(Cc2ccccc2)C1=O)Nc1ccccc1 (configuration not stated),6.4%,6%,1%,-25%,-24%,
COCCCN1C(=O)c2ccc(C(=O)Nc3cccc(OC)c3)cc2C1=O,0.8%,7%,-8%,-14%,8%,
O=C(NC1CC1)C1CCN(S(=O)(=O)c2cc(Cl)ccc2Cl)CC1,1.1%,-5%,0%,-6%,-14%,
CCN1CCN(C(=O)NS(=O)(=O)c2ccc(C)cc2)CC1,0.2%,nt,nt,nt,-17%,
CCCN(CCC)CCNC(=O)c1cn(C)c(=O)c2c1c1ccccc1n2C,0.7%,nt,nt,nt,1%,
Cc1ccc(S(=O)(=O)N2CCCCC2)cc1NC(=O)COC(=O)c1ccc(O)cc1,5.0%,24%,-4%,-7%,-7%,
Cn1c(C(=O)NCCCN2CCN(c3ccccc3F)CC2)cc2c(=O)[nH]c3ccccc3c21,2.9%,-6%,?,0%,-4%,
CCOC(=O)c1[nH]c2cc3c(cc2c1NC(=O)CN1CCC2(CC1)OCCO2)OCO3,2.9%,3%,0%,-1%,1%,
O=C(c1cc(C2CC2)nn1-c1ccccc1)N1CCN(c2ccc(O)cc2)CC1,1.4%,nt,nt,nt,16%,
CC(=O)Nc1ccc(NC(=O)C(C)OC(=O)COc2ccc(Nc3ccccc3)cc2)cc1 (configuration not stated),2.4%,31%,40%,nt,8%,
CCC(C)NC(=O)CN(c1cc(C)cc(C)c1)S(=O)(=O)c1c(C)[nH]c(=O)[nH]c1=O (configuration not stated),0.2%,3%,-5%,-1%,-8%,
Cc1ccc(C)c(N2CCN(C(=O)CC3Sc4ccccc4NC3=O)CC2)c1 (configuration not stated),nt,13%,11%,2%,nt,
Cc1csc(SCC(=O)c2ccc(S(=O)(=O)N3CCOCC3)cc2)n1,5.1%,5%,-6%,-5%,6%,

# From PubChem

# No enrichment for hits; any-hit rate near 1.4%.
